Bioassay records from PubChem.
NOD2-RIPK2 inh: NOD2-RIPK2 binding disruptors in cells, primary screen, fluorescence, CHO cells, BLA complementation; Receptor-interacting serine/threonine-protein kinase 2 (Homo sapiens), O43353; CCF4 ratio; inhibition, % at 4.98 µM; 360,000 compounds, 0.38% hits; AID 624267, 2012; in the data active = inhibition above about 21%;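 note: 0% = vehicle only and 100% = reference blocker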
LRH-1 inv ag: LRH-1 (NR5A2) inverse agonists, primary screen, cell-based, luminescence, HEK293T, StAR-luciferase reporter. Nuclear receptor subfamily 5 group A member 2 (Homo sapiens), O00482. LRH-1 transfected, 24 h. inhibition, % at 3.6 µM. 360,000 compounds, 0.13% hits;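 active = inhibition above the mean inhibition of all tested compounds plus 3 SD, cut at about 73% in these data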;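 note: 0% = DMSO wells and 100% = reporter-only cells lacking LRH-1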
MC4R antagonist: MC4R antagonists of cAMP signaling, primary screen, cell-based, TR-FRET, antagonist arm of biased-ligand search; Melanocortin receptor 4 (Homo sapiens), P32245; inhibition, % at 6.5 µM; 360,000 compounds, 0.48% hits; MC4R-expressing cells, MTII-stimulated cAMP, LANCE TR-FRET;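 active = inhibition above its plate's cutoff, the mean of tested wells on that plate plus 3 SD, cut at about 29% in these data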;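 note: 0% = Melanotan II alone and 100% = Melanotan II plus saturating MCL0020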
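Test system: U2OS cells stably expressing human melanocortin 4 receptor (MC4R); also added: Melanotan II challenge; compound: 6.5 µM single dose; timing: 30-min compound preincubation, 1-h Melanotan II challenge, 1-h detection, room temperature; signal: Eu-cAMP/anti-cAMP TR-FRET, emission 671 nm; repeats: one well per compound, no replicates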
MC4R ag barr: MC4R agonists recruiting beta-arrestin, primary screen, cell-based, luminescence, agonist arm of biased-ligand search; activation, % at 8.9 µM; 360,000 compounds, 0.98% hits; U2OS MC4R beta-arrestin complementation; percent of melanotan II response, DMSO zero; Melanocortin receptor 4 (Homo sapiens), P32245; AID 540308, 2011;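 active = activation above a per-plate cutoff, the mean activation of sample wells on that plate plus 3 SD, cut at about 8% in these data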
NCOA2 inhibitor: inhibition of GAL4-SRC2 driven luciferase reporter, primary screen, SRC2 inhibitor project, cell-based, luminescence. Nuclear receptor coactivator 2 (Homo sapiens), Q15596. HEK293 GAL4-SRC2 luciferase reporter. inhibition, % at 9 µM. 370,000 compounds, 0.17% hits. AID 651957, 2012;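 active = inhibition above the mean inhibition of all tested compounds plus 3 SD, set per campaign, cut at about 52% in these data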;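 note: 0% = DMSO treated cells and 100% = cells given Gossypol at 36 µM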
SRC1 inh: SRC1 coactivator transcriptional activity inhibitors, primary screen, cell-based, luminescence; HEK293 GAL4-SRC1 luciferase reporter; inhibition, % at 3.6 µM; 360,000 compounds, 0.12% hits; AID 588354, 2011;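 active = inhibition above the campaign mean plus 3 SD, with each screening campaign given its own cutoff, cut at about 60% in these data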;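 note: 0% = DMSO treated cells and 100% = gossypol at 36 µM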
SRC3 inh: SRC3 coactivator transcriptional activity inhibitors, primary screen, cell-based, luminescence; inhibition, % at 3.6 µM; 360,000 compounds, 0.17% hits; HEK293 GAL4-SRC3 luciferase reporter;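 active = inhibition above a per-campaign cutoff, the mean of all compounds plus 3 SD, cut at about 60% in these data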;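 note: 0% = DMSO-treated cells and 100% = gossypol-treated cells at 36 µM; higher means less SRC3-driven luciferase light from the GAL4 reporter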
COUP-TFII inh: NR2F2 transcriptional activity inhibitors, primary screen, cell-based, luciferase reporter, HEK293T, luminescence; COUP transcription factor 2 (Homo sapiens), P24468; HEK293T NGFI-A luciferase reporter; inhibition, % at 8.6 µM; 370,000 compounds, 0.7% hits;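 active = inhibition above a per-plate cutoff, mean inhibition of test wells between control levels plus 3 SD, cut at about 38% in these data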;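 note: cells cotransfected with COUP-TFII expression vector driving the NGFI-A reporter; 0% = median of COUP-TF2 test wells and 100% = reporter-only cells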
LMP1 NFkB inh: EBV LMP1-driven NF-kappaB luciferase reporter inhibitors, primary screen, cell-based, luminescence, single point; LMP1-induced NF-kappaB luciferase reporter cells; inhibition, % at 12.5 µM; 350,000 compounds, 0.69% hits; AID 504558, 2011; in the data active = inhibition above about 41%;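 note: 0% = neutral control wells and 100% = reference inhibitor control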
ABHD5-PLIN5 inh: ABHD5-PLIN5 interaction inhibitors, primary screen, cell lysate, split luciferase complementation, luminescence | Split G. princeps luciferase complementation, 4 h | inhibition, % at 4 µM | 360,000 compounds, 0.78% hits;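 active = inhibition above the mean inhibition across every tested compound plus 3 SD, cut at about 22% in these data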;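 note: 0% = DMSO only wells and the 100% control is not disclosed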
Target sequence (Q00G26 whole entry, looked up): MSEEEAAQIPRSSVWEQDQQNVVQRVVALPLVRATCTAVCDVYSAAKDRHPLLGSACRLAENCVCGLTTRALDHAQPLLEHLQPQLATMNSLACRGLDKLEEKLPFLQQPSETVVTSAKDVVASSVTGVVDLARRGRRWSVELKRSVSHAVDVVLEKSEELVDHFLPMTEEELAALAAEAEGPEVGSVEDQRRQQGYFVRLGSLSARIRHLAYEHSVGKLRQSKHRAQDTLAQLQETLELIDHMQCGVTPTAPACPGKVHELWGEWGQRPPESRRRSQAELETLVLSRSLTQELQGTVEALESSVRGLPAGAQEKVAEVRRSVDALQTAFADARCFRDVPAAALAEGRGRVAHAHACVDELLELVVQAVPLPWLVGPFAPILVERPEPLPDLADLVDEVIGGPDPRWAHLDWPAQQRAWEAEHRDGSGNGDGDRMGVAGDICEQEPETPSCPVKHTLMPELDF
Target sequence (Q8WTS1 whole entry, looked up): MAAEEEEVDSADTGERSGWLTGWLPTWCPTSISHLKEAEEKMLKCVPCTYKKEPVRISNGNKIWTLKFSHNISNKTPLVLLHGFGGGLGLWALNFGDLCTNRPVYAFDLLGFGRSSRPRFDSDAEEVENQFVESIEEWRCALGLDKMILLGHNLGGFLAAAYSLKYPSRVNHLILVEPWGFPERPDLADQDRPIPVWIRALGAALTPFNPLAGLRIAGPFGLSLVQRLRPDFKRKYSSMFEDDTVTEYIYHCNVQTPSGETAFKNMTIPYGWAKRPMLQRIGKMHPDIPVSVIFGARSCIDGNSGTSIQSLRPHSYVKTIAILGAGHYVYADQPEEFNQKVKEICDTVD
TLR9-MyD88 block: inhibitors of TLR9-MyD88 association in cells, primary screen, cell-based, CHO, BLA complementation, fluorescence | CCF4 FRET ratio | inhibition, % at 4.98 µM | 340,000 compounds, 0.21% hits | AID 504734, 2011;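 active = inhibition above the mean over all tested compounds plus 3 SD, cut at about 21% in these data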;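 note: 0% = DMSO only wells and 100% = clavulanate BLA inhibitor control wells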
The depositor's hits bear a star; nt = no result given. Only part of the results is shown, so the mix of outcomes need not match the whole.

SMILES	NOD2-RIPK2 inh	LRH-1 inv ag	MC4R antagonist	MC4R ag barr	NCOA2 inhibitor	SRC1 inh	SRC3 inh	COUP-TFII inh	LMP1 NFkB inh	ABHD5-PLIN5 inh	TLR9-MyD88 block
O=C(CSc1nnc(-c2c[nH]c3ccccc23)n1C1CC1)NC1CCS(=O)(=O)C1 (stereo not given)	-4	4	3	0.4	10	-11	9	11	-4	6	2
COc1ccc(C(=O)Nc2ccc(C)cc2C(=O)c2ccccc2)cc1	1	4	1	-0.2	-19	18	26	1	-6	-8	-4
[O-][n+]1c2ccccc2c2n1CCCN=C2c1ccc(Cl)cc1	-10	-38	10	3.5	-57	-47	-56	-24	-12	-4	3
C[C@H](CO)N1C[C@H](C)[C@@H](CN(C)C(=O)Nc2ccccc2)Oc2c(NS(=O)(=O)c3ccccc3)cccc2C1=O	2	-33	-6	-2.2	1	-11	-5	-13	0	-2	2
Cc1ccc(Cc2c(C)nc3nc(SCC(=O)NCCCN4CCCCC4)nn3c2C)cc1	-6	-1	-1	1.3	8	7	-23	3	1	-10	1
CC(NS(=O)(=O)c1ccc(Cl)cc1)C(=O)N1CCOCC1 (stereo not given)	-5	-15	4	1.1	-5	-6	-11	5	-1	-7	-25
CN1C(=O)CC(N2CCN(c3ccccc3)CC2)C1=O (stereo not given)	3	4	13	-1.3	8	-30	5	-6	5	-1	-2
O=C(Nc1ccccc1)c1ccccc1CCc1ccccc1	-6	-31	10	4.3	4	-8	4	1	-4	-4	-6
C(=N\c1nccs1)/Nc1nccs1	-20	3	0	-1.1	-7	2	16	5	-1	1	-5
Cc1cccc(NCN2C(=O)C3C4C=CC(C4)C3C2=O)c1 (stereo not given)	-6	-14	-2	-1.3	7	1	5	11	4	-2	-5
CCC(=O)NNc1ncnc2c1cnn2-c1ccccc1	3	1	10	-2.2	-2	-32	-3	-5	-8	-1	1
CNC(=S)Nc1ccc([N+](=O)[O-])cc1C	-99	3	7	-3.4	20	-1	9	12	-18	-1	6

2 successive entries already listed, for reference:
SMILES	NOD2-RIPK2 inh	LRH-1 inv ag	MC4R antagonist	MC4R ag barr	NCOA2 inhibitor	SRC1 inh	SRC3 inh	COUP-TFII inh	LMP1 NFkB inh	ABHD5-PLIN5 inh	TLR9-MyD88 block
CCC(=O)NNc1ncnc2c1cnn2-c1ccccc1	3	1	10	-2.2	-2	-32	-3	-5	-8	-1	1
CNC(=S)Nc1ccc([N+](=O)[O-])cc1C	-99	3	7	-3.4	20	-1	9	12	-18	-1	6

Ten entries out of the list, ordered by number of heavy atoms, low to high.
SMILES	NOD2-RIPK2 inh	LRH-1 inv ag	MC4R antagonist	MC4R ag barr	NCOA2 inhibitor	SRC1 inh	SRC3 inh	COUP-TFII inh	LMP1 NFkB inh	ABHD5-PLIN5 inh	TLR9-MyD88 block
C(=N\c1nccs1)/Nc1nccs1	-20	3	0	-1.1	-7	2	16	5	-1	1	-5
CNC(=S)Nc1ccc([N+](=O)[O-])cc1C	-99	3	7	-3.4	20	-1	9	12	-18	-1	6
CN1C(=O)CC(N2CCN(c3ccccc3)CC2)C1=O (stereo not given)	3	4	13	-1.3	8	-30	5	-6	5	-1	-2
CC(NS(=O)(=O)c1ccc(Cl)cc1)C(=O)N1CCOCC1 (stereo not given)	-5	-15	4	1.1	-5	-6	-11	5	-1	-7	-25
[O-][n+]1c2ccccc2c2n1CCCN=C2c1ccc(Cl)cc1	-10	-38	10	3.5	-57	-47	-56	-24	-12	-4	3
O=C(Nc1ccccc1)c1ccccc1CCc1ccccc1	-6	-31	10	4.3	4	-8	4	1	-4	-4	-6
COc1ccc(C(=O)Nc2ccc(C)cc2C(=O)c2ccccc2)cc1	1	4	1	-0.2	-19	18	26	1	-6	-8	-4
O=C(CSc1nnc(-c2c[nH]c3ccccc23)n1C1CC1)NC1CCS(=O)(=O)C1 (stereo not given)	-4	4	3	0.4	10	-11	9	11	-4	6	2
Cc1ccc(Cc2c(C)nc3nc(SCC(=O)NCCCN4CCCCC4)nn3c2C)cc1	-6	-1	-1	1.3	8	7	-23	3	1	-10	1
C[C@H](CO)N1C[C@H](C)[C@@H](CN(C)C(=O)Nc2ccccc2)Oc2c(NS(=O)(=O)c3ccccc3)cccc2C1=O	2	-33	-6	-2.2	1	-11	-5	-13	0	-2	2

Next part
SMILES	NOD2-RIPK2 inh	LRH-1 inv ag	MC4R antagonist	MC4R ag barr	NCOA2 inhibitor	SRC1 inh	SRC3 inh	COUP-TFII inh	LMP1 NFkB inh	ABHD5-PLIN5 inh	TLR9-MyD88 block
NS(=O)(=O)c1ccc(N2N=C(c3ccccc3)CC2c2ccc(Br)cc2)cc1 (stereo not given)	-22	4	37*	5.0	2	-9	-25	10	nt	-11	nt
CCc1csc(CCNC(=O)C2CCC(=O)N(CCc3cccc(F)c3)C2)n1 (stereo not given)	-10	-1	-2	-3.8	9	-14	10	4	-2	7	5
CCN1C(=NCCCOC(C)C)N[C@@H](CCc2ccccc2)[C@H](C(=O)NCCCOC(C)C)[C@H]1C	-6	15	3	2.7	16	0	6	-10	5	3	-5
COc1ccc(-c2coc3c(C(=O)NCCN4CCOCC4)cccc23)c(C)c1	1	-11	-3	-1.1	-6	14	-39	21	nt	-1	nt
CC(C)C(NS(=O)(=O)c1cccc2nsnc12)C(=O)N1CCn2c1nc1ccccc12 (stereo not given)	-4	-7	2	0.9	-18	4	14	4	-8	4	-2
C=CCn1c2ccccc2c(=O)c2cc(C#CC[C@@H](C)O)ccc21	-19	-62	9	-0.6	-66	-77	-70	-25	-25	7	-6
CCOC(=O)C(C)Oc1nc(Oc2ccccc2)nc(N(C)C)n1 (stereo not given)	-15	2	6	-0.6	-5	4	4	13	0	4	1
Cc1ccc(CC(=O)NCc2ccc(F)cc2)cc1	-3	-6	-11	0.4	-4	-19	8	6	-21	-2	-3
COc1ccc(CCN(C)CC(=O)Nc2ccc(F)c(Cl)c2)cc1OC	0	-16	2	2.8	8	11	10	-2	3	0	-2
O=C(OCc1ccccc1)c1ccc(Br)o1	-20	-5	1	0.4	-6	3	10	12	4	-6	-2
CC1CCCCN1CC(=O)Nc1sc2c(c1C#N)CCC2 (stereo not given)	8	10	5	-1.2	9	-24	-21	11	-3	-6	-12
CC(=O)Nc1cccc(Cl)c1C(=O)O	-5	-8	13	-0.8	0	4	26	4	-1	2	2
CCCc1nc2oc3ccccc3c(=O)c2c(=O)n1-c1ccccc1	-3	-50	-1	-1.9	-52	-92	-44	-9	nt	4	nt
O=C(NC1CCCCC1)c1cc(S(=O)(=O)N2CCCC2)ccc1Cl	11	5	9	-0.5	-17	0	3	8	-5	-1	3
O=C1CCC(C(=O)Nc2nnc(C3CC3)s2)=NN1	-4	-6	-3	-1.4	10	0	6	8	2	-6	2
O=C(O)[C@@H]1Cc2c([nH]c3ccccc23)C2CCC(=O)N21 (stereo not given in full)	-12	12	5	-2.3	-4	-8	-7	-15	-4	6	-13
COC(=O)CNC(=O)COC(=O)Cc1ccc(Cl)cc1	6	11	7	-5.8	-11	6	-2	16	4	0	0
Cc1cccc(Oc2nc(-c3cccc([N+](=O)[O-])c3)nc3ccccc23)c1C	-10	-7	-1	0.4	9	-24	-12	3	0	1	2
CCCCCOC(=O)c1ccc(NC(=O)c2ccco2)cc1	-3	-25	11	0.4	-22	1	-9	-43	-10	-5	5
CCCCCCC1/C(=N\NC(=O)c2ccccc2)CCC1C(=O)OC (stereo not given)	-13	-119	7	0.7	-39	-47	-90	-55	0	-8	-2
CCOC(=O)c1c(NC(=O)CSc2cccc[n+]2[O-])sc(C(=O)Nc2ccccc2)c1C	2	-68	8	-2.0	-59	-58	-37	-12	-5	0	-5
CCOC(=O)C1Oc2ccccc2C(C(=O)OC)=C1C(=O)OC (stereo not given)	9	-42	19	1.0	nt	-8	7	nt	-5	-2	-3
O=C(CCSc1ccccc1)N1CCOCC1	-3	-126	-2	0.7	-37	-140	-64	-43	-11	-5	10
CCN1CCN(C(c2ccccc2F)c2nnnn2Cc2ccc3c(c2)OCO3)CC1 (stereo not given)	-2	2	7	0.8	-37	-59	18	2	1	4	-2
COC(=O)Cc1[nH]nc2c1C(c1cccc(OC)c1OC)C(C#N)=C(N)O2 (stereo not given)	2	-21	7	-2.0	-28	-10	12	3	-1	3	15
COC(=O)c1cnc(NC(=O)C2(C)CCCN(C(C)=O)C2)s1 (stereo not given)	5	12	11	-0.3	-1	-12	-9	-3	nt	4	nt
O=C(Cc1cc(=O)[nH]c(=O)[nH]1)NCCN1CCOCC1	-6	10	9	-1.8	3	18	8	-7	-6	1	12
Cn1c(SCC(=O)Nc2nccs2)nnc1-c1ccco1	6	-7	2	0.3	1	6	-6	6	1	0	4
N=c1n(CCO)c2ccccc2n1CCOc1ccccc1	1	5	2	3.0	-16	19	14	3	16	8	6
COc1ccc(S(=O)(=O)N2CCCC2)cc1C(=O)O	2	3	8	-1.9	-2	-7	-9	5	4	-3	11
N#Cc1ccc(-c2nc3c4ccccc4ccn3c2Cc2cccc(Cl)c2)cc1	-6	5	nt	nt	-5	10	-70	3	nt	0	nt
CC1(C)CC(n2c(=S)[nH]c3ccccc3c2=O)CCO1 (stereo not given)	-3	17	2	-1.9	-31	-32	3	-5	8	-3	1
Cc1cccn2c(=O)c(/C=C(\C#N)S(=O)(=O)c3ccccc3)c(Oc3ccc(Cl)cc3)nc12	3	0	1	0.4	-23	17	11	12	-1	2	1
Cc1ccc(C2=NS(=O)(=O)N(C)C(C(=O)NCc3cccs3)=C2)cc1	-4	-6	9	-1.9	-4	-2	-16	2	-8	-4	-4
CC1(C)CC(=O)C2=C(C1)OC(/N=C/N1CCOCC1)=C(C#N)C2c1ccccc1 (stereo not given)	0	4	5	0.1	0	-25	4	1	-2	3	-3
CCOC(=O)CSc1nnc(-c2cccc(Cl)c2)n1CC	5	-7	7	-1.7	11	5	-9	1	1	-6	-1
COc1cc(/C=C(\C#N)C(=O)NCC2CCCO2)ccc1OCCC(C)C (stereo not given)	11	3	17	-0.4	-25	15	18	-9	1	3	0
Cc1ccc(CC(C(=O)O)C(C)C(=O)Nc2ccc(F)cc2)cc1 (stereo not given)	2	2	0	-0.4	3	-13	-1	3	4	-9	-17
